# Screens: PubChem, The Scripps Research Institute Molecular Screening Center
# GBA activity up – glucocerebrosidase activity enhancement; P04062; L444P Gaucher fibroblasts, 4-MU-glucoside fluorescence, 3 days; activation, % at 10 µM; 30,000 tested, 0.44% active; AID 784; in the data active means activation above about 65%;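 further: 0% = vehicle wells and 100% = positive control wells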
# Target sequence (P04062 whole entry L483P): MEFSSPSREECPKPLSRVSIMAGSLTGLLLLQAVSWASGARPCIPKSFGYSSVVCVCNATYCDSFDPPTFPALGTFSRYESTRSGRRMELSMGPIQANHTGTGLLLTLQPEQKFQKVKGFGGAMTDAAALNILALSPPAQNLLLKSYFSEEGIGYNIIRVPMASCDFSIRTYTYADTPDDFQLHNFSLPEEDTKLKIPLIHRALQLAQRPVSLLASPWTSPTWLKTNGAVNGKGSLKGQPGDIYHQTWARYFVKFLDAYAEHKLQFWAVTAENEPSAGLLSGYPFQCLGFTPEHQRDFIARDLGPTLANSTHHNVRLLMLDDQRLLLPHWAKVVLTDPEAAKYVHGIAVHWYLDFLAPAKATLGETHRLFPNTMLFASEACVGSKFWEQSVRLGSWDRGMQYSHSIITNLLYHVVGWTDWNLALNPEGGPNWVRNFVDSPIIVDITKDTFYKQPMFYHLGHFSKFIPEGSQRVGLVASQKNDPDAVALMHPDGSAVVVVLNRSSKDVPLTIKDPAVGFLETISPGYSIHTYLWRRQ
# * marks the source's active call; other numbers are inactive results. An excerpt; the hit share may differ from the screen's.
SMILES,GBA activity up
O=C(CSc1nnc2c(Cl)cc(Cl)cn12)N1CCN(S(=O)(=O)c2ccccc2)CC1,-7.2
CC(=O)NC1(c2nnnn2CCOC(=O)Nc2ccc(Cl)cc2)CCCCC1,2.1
Cc1cc(NCCCn2ccnc2)n2c(nc3ccccc32)c1C#N,49.2
CC(C)CNC(=O)C1C2C=CC(C2)C1C(=O)O (stereo not given),-8.8
CCNC(=O)CC1C(=O)N(c2ccc(F)cc2)C(=O)N1CCC(C)C (stereo not given),-24.8
Cc1ccc(-n2[nH]c(C)c(/C=N/n3c(C)nc4ccccc4c3=O)c2=O)cc1,-21.0
COCCNC(=O)C(c1ccc(C)o1)N(C(=O)c1snc(C(N)=O)c1N)c1ccc(C)cc1 (stereo not given),-8.4
Fc1cccc(Nc2cc(-n3cccn3)ncn2)c1,-6.7
Clc1ccc(-c2nc(-c3ccccn3)no2)cc1Cl,10.0
C=CCn1c(SCC(=O)Nc2nnc(CC)s2)nnc1-c1ccco1,2.7
COc1ccc2oc(C(=O)c3ccccc3)c(NC(=O)CN3CCN(C)CC3)c2c1,-27.5
COCCCNC(=O)CSc1nc2ccc(N3CCOCC3)cc2c(=O)n1CCc1ccccc1,-28.2
O=C(O)Cn1c(C(F)(F)F)nc2ccccc21,-11.6
O=C(O)C(CC(=O)N1CCOCC1)NCc1ccccc1 (stereo not given),3.0
Cc1ccc(C(=O)C2=C(O)C(=O)N(CCN(C)C)C2c2ccccn2)o1 (stereo not given),8.1
OC(CN1CCOCC1)C12CC3CC(CC(C3)C1)C2 (stereo not given),17.6
CCN(CC)CCOc1ncnc2c1oc1ccccc12,-15.6
CCC(COC(=O)Nc1cccc(C)c1C)NC(=O)OCC(C)C (stereo not given),-4.5
O=C1CCCCCN1Cc1nnc(SCc2nc3ccccc3s2)n1-c1ccccn1,-0.3
O=C(Nc1nccs1)NC1CCCCC1,-15.2
CCN1CCN(C(c2ccc(OC)c(OC)c2)c2nnnn2C(C)(C)C)CC1 (stereo not given),140.4*
O=C(NCC1CCCO1)c1ccc(CS(=O)(=O)Cc2ccc(F)cc2)o1 (stereo not given),-25.8
CCn1nnnc1NCc1cccn1C,-12.9
CCc1c(C)sc(NC(=O)c2ccco2)c1C(=O)N1CCOCC1,-4.5
Cn1c(-c2ccc(F)cc2)cnc1SCC(=O)Nc1ccccc1N1CCOCC1,-14.5

# A run of entries from the list above, as a working copy:
SMILES,GBA activity up
C=CCn1c(SCC(=O)Nc2nnc(CC)s2)nnc1-c1ccco1,2.7
COc1ccc2oc(C(=O)c3ccccc3)c(NC(=O)CN3CCN(C)CC3)c2c1,-27.5
COCCCNC(=O)CSc1nc2ccc(N3CCOCC3)cc2c(=O)n1CCc1ccccc1,-28.2
O=C(O)Cn1c(C(F)(F)F)nc2ccccc21,-11.6
O=C(O)C(CC(=O)N1CCOCC1)NCc1ccccc1 (stereo not given),3.0
Cc1ccc(C(=O)C2=C(O)C(=O)N(CCN(C)C)C2c2ccccn2)o1 (stereo not given),8.1
OC(CN1CCOCC1)C12CC3CC(CC(C3)C1)C2 (stereo not given),17.6
CCN(CC)CCOc1ncnc2c1oc1ccccc12,-15.6
CCC(COC(=O)Nc1cccc(C)c1C)NC(=O)OCC(C)C (stereo not given),-4.5
O=C1CCCCCN1Cc1nnc(SCc2nc3ccccc3s2)n1-c1ccccn1,-0.3
O=C(Nc1nccs1)NC1CCCCC1,-15.2
CCN1CCN(C(c2ccc(OC)c(OC)c2)c2nnnn2C(C)(C)C)CC1 (stereo not given),140.4*
O=C(NCC1CCCO1)c1ccc(CS(=O)(=O)Cc2ccc(F)cc2)o1 (stereo not given),-25.8
CCn1nnnc1NCc1cccn1C,-12.9
CCc1c(C)sc(NC(=O)c2ccco2)c1C(=O)N1CCOCC1,-4.5
Cn1c(-c2ccc(F)cc2)cnc1SCC(=O)Nc1ccccc1N1CCOCC1,-14.5

# Carrying on:
SMILES,GBA activity up
COCCn1nnnc1C(C(C)C)N(Cc1ccccc1)Cc1cc2cc(OC)ccc2[nH]c1=O (stereo not given),-12.5
COC(=O)Nc1nc2c(C)cccc2s1,-8.8
Cc1c(CNC(=O)c2cnn3c2NC(c2ccc(Br)cc2)CC3C(F)(F)F)cnn1C (stereo not given),-18.1
Cc1noc(C)c1COC(=O)C1(c2cccc(F)c2)CCCC1,6.8
CCOC(=O)c1sc2nc(C)n(CC(=O)NCC3CCCO3)c(=O)c2c1C (stereo not given),0.8
CC(O)CN(Cc1cccc(Cl)c1)CC(C)O (stereo not given),-2.1
COc1ccc(C2C(C(=O)N3CCCC3)c3cc(OC)c(OC)cc3C(=O)N2C)cc1OC (stereo not given),11.9
COc1ccc(NC(=O)Nc2nccs2)cc1,-33.1
CC(=O)NC(Cc1c[nH]c2ccccc12)C(=O)Nc1ccc2c(c1)OCO2 (stereo not given),1.0
COc1cc(C2C(C(=O)c3ccco3)=C(O)C(=O)N2Cc2cccnc2)cc(OC)c1OC (stereo not given),16.1
CCC(=O)N1CCc2cc(S(=O)(=O)CCC(=O)Nc3c(C)n(C)n(-c4ccccc4)c3=O)ccc21,-33.8
CC(=O)Nc1ccccc1C(=O)N1CC(C)OC(C)C1 (stereo not given),-12.6
Cc1ccc(S(=O)(=O)N2CCOCC2)cc1C(=O)OCC(=O)N1CCc2ccccc2C1,-5.3
CCCOc1cccc(C2/C(=C(/O)c3ccncc3)C(=O)C(=O)N2CCCN(C)C)c1 (stereo not given),2.8
C/C=C/Cn1c(N2CCCCCC2)nc2c1c(=O)[nH]c(=O)n2C,-6.8
O=C1CC(N2CCN(S(=O)(=O)c3ccc(Cl)cc3)CC2)C(=O)N1CCc1ccccc1 (stereo not given),0.4
Clc1ccc(-c2nnc(SCc3cn4ccsc4n3)n2CC2CCCO2)cc1 (stereo not given),5.3
C/C(Cl)=C/Cn1c(NCCN(C)C)nc2c1c(=O)n(C)c(=O)n2C,4.9
CCCn1c(=N)n(CC(=O)C(C)(C)C)c2ccccc21,14.0
O=C(NC1CCCC1)c1cc(-c2cccs2)on1,-11.4
COc1ccc(C2C3=C(CCCC3=O)Nc3nc(C(F)(F)F)nn32)cc1OC (stereo not given),-19.5
NC(=O)CSc1nc2c(sc3ccccc32)c(=O)n1CCCN1CCOCC1,0.6
Cc1sc2nc(CN(Cc3cccs3)C(=O)NC3CCCCC3)[nH]c(=O)c2c1C,16.8
CCOC(=O)CC1C(=O)NCCN1C(=O)COc1ccc(Br)cc1C (stereo not given),-21.1
COCCNC(=O)CN1CCC(NC(=O)Nc2ccccc2)CC1,14.0

# Next part
SMILES,GBA activity up
Cc1ccccc1NS(=O)(=O)c1cccc(-c2nnc(-c3ccccc3)o2)c1,-1.2
CCN(CC)S(=O)(=O)c1ccc(NC(=O)CN(c2ccc(OC)cc2OC)S(C)(=O)=O)cc1,-7.8
CC1CCN(CCC(=O)Nc2ccc(Br)cc2)CC1,-32.7
COc1ccccc1N1CCN(C(CNS(=O)(=O)c2cc(F)ccc2F)c2cccnc2)CC1 (stereo not given),-8.4
O=C(O)c1ccc(N2C(=O)CC(Cc3ccccc3)C2=O)cc1 (stereo not given),4.9
Cc1ncsc1CCSc1nc2ccccc2c(=O)n1C,-18.6
COc1ccc(S(=O)(=O)N2CCN(c3nc4ccccc4nc3-n3nc(C)cc3C)CC2)cc1,-23.0
CC(C)CC(C(=O)NCc1ccccn1)N1C(=O)c2ccccc2C1=O (stereo not given),7.9
COc1ccccc1N1CCN(Cc2nnnn2CCc2ccccc2)CC1,-6.7
Cc1ccc(N2C(=O)NC3(CCCCC3)C2=O)cc1,-13.0
Cc1oc2c(CN(C)C)c(O)ccc2c(=O)c1-c1ccc2ccccc2n1,-9.1
Cc1cc(=O)[nH]c(S/C=C/c2ccccc2)n1,-18.5
CC(=O)Nc1ccc(S(=O)(=O)N2CCSC2c2ccc(Cl)cc2)cc1 (stereo not given),-12.3
COc1ccc(-c2cn3c(n2)CCC3)cc1,-4.6
COc1cc(OC)cc(C(=O)NCc2n[nH]c(=S)n2-c2ccccc2)c1,-16.7
COc1ccc(N2CCN(C(=O)c3ccc(NS(=O)(=O)c4ccccc4)cc3)CC2)cc1,-23.7
CCc1cc(C(=O)N2CCOCC2)c(NC2=NS(=O)(=O)c3ccccc32)s1,4.2
COc1cccc2cc(C(=O)Nc3cccnc3N3CCOCC3)c(=O)oc12,-1.3
O=C(O)C1CC(=O)N(C2CCCCCC2)C1 (stereo not given),-9.4
COc1ccc(-c2nnn(CC(=O)N(CC(=O)NCCC(C)C)c3ccccc3)n2)cc1OC,-21.3
Cc1nnc(SCC(=O)c2ccc(S(=O)(=O)N3CCOCC3)cc2)n1-c1ccccc1,29.4
O=C(O)CC(NS(=O)(=O)c1cccc2nsnc12)c1ccc(F)cc1 (stereo not given),-15.8
COc1ccc(N(CC(=O)N2CCCC(C)C2)S(=O)(=O)c2c(C)nn(C)c2C)cc1 (stereo not given),-12.7
CCN(CC)C(=O)CSc1ncnc2c(-c3cccs3)nsc12,6.0
Cc1cc(=O)n(C)c(=O)n1CCCCCN1CCCC1,9.0

# Next part
SMILES,GBA activity up
CC1(C)Cc2nc3sc4c(=O)[nH]cnc4c3cc2CS1,-0.5
O=S(=O)(c1cc(Cl)ccc1Cl)N1CCCCC1,-7.5
COc1ccc(N2CCN(c3nc(NC(C)(C)C)nc(N4CCCCC4)n3)CC2)cc1,8.7
COCCn1c(N2CCN(c3ccc(OC)cc3)CC2)nc2c1c(=O)n(C)c(=O)n2C,4.8
CCOc1ccccc1N(CC(=O)O)S(=O)(=O)c1ccccc1,-19.4
Cn1c(CNC(=O)C(C)(C)C)nc2ccccc21,-19.4
CCOC(=O)c1cc2sccc2n1CC(=O)c1ccc2c(c1)OCCO2,-15.8
O=C(NCc1ccco1)c1cc(S(=O)(=O)N2CCOCC2)c(Cl)cc1Cl,-5.8
Cc1cccc(OCC(=O)N2CCC(c3ccccc3)C2)c1 (stereo not given),-2.7
CCCCOc1ccc(C(=O)Nc2ccc(N3CCN(C(=O)C(C)C)CC3)cc2)cc1,5.5
CCOc1ccc(S(=O)(=O)NCC2CCCO2)c2cccnc12 (stereo not given),61.2
CC(C)=CC(=O)Nc1ccccc1Br,4.0
Cn1c(CCN2CCCCC2)nc2cc(NS(=O)(=O)c3ccc(F)cc3)ccc21,3.3
COc1ccc2c(c1)c1c(n2C(C)=O)C(OC(C)=O)=NCC1,5.8
Cc1cc(NC(=O)CSc2nnc3c(C)cc4cc(C)c(C)cc4n23)no1,-13.7
O=C(O)c1c[nH]ccc1=O,-7.2
Cn1nnnc1SCC(=O)Nc1ccc(Cl)cc1Cl,-2.1
COCCn1c(=S)[nH]c2cc(OC)c(OC)cc2c1=O,-20.2
CC(NC(=O)c1ccc2c(c1)OCCO2)C(=O)O (stereo not given),-8.7
CCOc1ccc(-c2nnn(CC(=O)NCc3cccs3)n2)cc1,2.3
CCOC(=O)CSC1=C(C#N)C(c2ccco2)C(C(=O)OCc2ccccc2)=C(C)N1 (stereo not given),-7.5
CN(CC(=O)NC(=O)NCc1ccco1)Cc1nc2ccccc2c(=O)[nH]1,9.3
CCC(=O)Nc1ccc(C(=O)n2nc(C)cc2C)cc1,-9.6
Cc1ccc(C(=O)CC2(O)C(=O)N(Cc3ccccc3)c3ccccc32)o1 (stereo not given),-1.3
O=S(=O)(c1ccc(OCc2nc3ccccc3s2)c(Cl)c1)N1CCOCC1,-41.2

# New compounds follow:
SMILES,GBA activity up
COc1ccc(C(=O)Nc2ccc(Cl)cc2C(=O)NCc2ccco2)cc1OC,26.4
Cn1c(Nn2cnnc2)nc2ccccc21,-1.2
COc1ccc(S(=O)(=O)CCC(=O)N2c3ccccc3CC2C)cc1 (stereo not given),-40.4
COc1ccc(OC)c(S(=O)(=O)N2CCC(C(=O)N3CCN(Cc4ccccc4)CC3)CC2)c1,0.7
Cc1ccc2nc(NC3=NCN(Cc4ccccc4)CN3)nc(C)c2c1,-0.2
CCOC(=O)c1c2n(c3ccc(O)cc13)CCCCC2,2.7
Cc1cccc(-n2c(SCC(N)=O)nnc2-c2ccccn2)c1C,-1.8
Cc1cc(N2CCN(S(=O)(=O)c3ccc4c(c3)OCCO4)CC2)n2ncnc2n1,-16.2
COc1ccc(-n2c(N)c(Br)c(=O)[nH]c2=O)cc1,15.9
N=C1C(c2ccccc2)=C(O)C2CCc3ccccc3N12 (stereo not given),-23.1
COc1cccc(C(=O)N2CCCc3ccccc32)c1,-3.3
O=C(Nc1nccs1)c1ccc(S(=O)(=O)NCC2CCCCC2)cc1,-6.0
CCc1nnc(NC(=O)c2cccc(S(=O)(=O)N3CCN(c4ccccc4)CC3)c2)s1,-14.2
CN1C(=O)SC(Nc2ccc(F)cc2)C1=O (stereo not given),-9.4
CCN(CCNC(=O)C1CCN(S(=O)(=O)CC)CC1)c1ccccc1,-28.3
O=C(NC1CC1)C1CCC(=O)N1C1CCCC1 (stereo not given),-18.2
CCCC(=O)N1CCN(c2ccc(NC(=O)c3cc4ccccc4o3)cc2Cl)CC1,-5.7
COc1cc(CNc2nc3ccccc3[nH]2)cc(OC)c1OC,2.7
CCCCCCNC(=O)C(C#N)c1nc2ccccc2nc1N1CCOCC1 (stereo not given),-6.5
O=C(NCc1ccco1)c1sc2cccc(F)c2c1Cl,-22.3
Nn1c(SCC(=O)NC(=O)NCc2ccccc2)nnc1C1CC1,10.0
CCOC(=O)c1c(-c2ccc(C)o2)csc1NC(=O)CSc1nnc(C)s1,-4.3
COCCN(CC(=O)NCc1ccccc1)C(=O)CCC(=O)Nc1nccs1,-5.7
Cc1c(C(N)=O)sc2nc(-c3ccccc3)cn12,-11.2
NC(=O)CSc1nnnn1-c1ccc(OC(F)(F)F)cc1,-11.1

# The results go on:
SMILES,GBA activity up
COc1nc(N)nc(N2CCOCC2)n1,10.6
COc1ccccc1-c1cc(C(F)(F)F)nc(S(=O)(=O)CCCC(=O)N2CCOCC2)n1,10.5
Cc1cc(C)c(S(=O)(=O)N(CC(=O)NCc2cccnc2)C2CCCCC2)c(C)c1,6.7
COc1cc(C)c(S(=O)(=O)N2CCCC2)cc1C,-29.8
COC(=O)c1cc(CC(=O)c2ccc(O)cc2O)c(C)o1,-3.8
COc1ccccc1N1CCN(Cc2nc(N)nc(Nc3ccccc3)n2)CC1,6.2
